Screening results (PubChem)
Insulin prom up – MIN6 insulin promoter up-regulation; MIN6 insulin promoter-GFP reporter, high-content imaging; hits give high values; z-score at 5 µM; 190,000 compounds, 0.3% hits; AID 1625;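 active means z-score above 3 at 5 µM with at least 500 cells counted in the well; inconclusive means wells under 500 cells, flagged as cytotoxic or low count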
WT yeast gro inh – growth inhibition of WT yeast, mitochondrial fusion screen | mitochondrial fusion phenotypic screen, WT strain | inhibition, % at 10 µM | 190,000 compounds, 2.1% hits; in the data active means inhibition above about 58%; tested in S. cerevisiae
T cell modulator – T cell immune modulators affecting CD8 T cell-vesicle binding | 2C CD8+ T cell-vesicle binding, flow cytometry; hits give low values | calls only at 7 µM | 330,000 compounds, 0.068% hits;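 active means response, share of CD8 T cells binding vesicles, and their 90th percentile fluorescence all below set limits, cut at about 80% in these data, passing the limit was not always enough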
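Also added: QL9-peptide-loaded Drosophila micro-vesicles bearing Ld, ICAM-1 and B7-1; Test system: purified 2C TCR transgenic mouse naive CD8+ T cells; Measured by: cytometric PE anti-B7-1 and Alexa647 anti-CD8 signals after 1% paraformaldehyde fixation; Timing: binding step 1.5 h, 37 °C, antibody labelling 20 min, ice.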
West Nile virus CPE – inhibition of WNV-induced cytopathic effect – cell-based, CPE readout (AID 1621) | CPE inhibition, % at 10 µM; hits with a dose series show IC50 in µM | 290,000 compounds, 0.02% hits | West Nile virus-infected cells, CPE inhibition; higher % means a stronger effect; in the data active means a potency from the dose series; inconclusive means CPE inhibition mostly from about 3.7% at the one dose, without a potency; inactive means the rest, 99 in 100 with CPE inhibition below about 2.2%; further: strong numbers were not always called active
Hep lipid drop – modulators of hepatic lipid droplet formation; AML12 mouse hepatocytes, oleate lipid droplets, BODIPY imaging; 240,000 compounds, 0.4% hits; AID 1656; inhibition, % at 6.5 µM;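 active means lipid droplet intensity inhibited by at least 50%, with more than 500 cells counted; inconclusive means wells with under 300 cells, treated as cytotoxic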
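Assay system: AML12 hepatocytes (mouse) / Also added: 100 µM oleic acid challenge / Times: overnight treatment with compound plus oleate / Detection: high-content imaging of BODIPY-stained droplets and DAPI nuclei / Evaluation: % inhibition of lipid droplet signal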
Myeloid diff MLP – promotes myeloid progenitor differentiation | 360,000 compounds, 1% hits | calls only at 10 µM | ER-HoxA9 myeloid progenitors, lysozyme-GFP differentiation, flow cytometry | AID 624256;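 active means normalized GFP-positive differentiation at or above the plate's own cutoff, the solvent-only control mean plus 3 SD; inconclusive means no clear call, values can overlap the other calls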;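 further: cells exposed to compound for four days before flow analysis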
Autophagy mod – autophagy modulation, high-content screen; MEF GFP-LC3 puncta imaging; test concentration mostly 10 µM; calls only at 10 µM (by protocol); 190,000 compounds, 0.98% hits; AID 463193;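 active means percentage of spot-positive cells more than 3 SD above its plate mean, without a fluorescence outlier flag or 80% toxicity; inconclusive means no clear call, values can overlap the other calls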;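 further: spot-positive cell cutoff set from DMSO-treated cells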
bCat nuc transl – modulators of beta-catenin nuclear translocation; nuclear translocation activity, % at 5 µM; AID 1665; 190,000 compounds, 0.3% hits; HeLa beta-catenin nuclear translocation, immunofluorescence imaging;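 active means nuclear translocation activity above 50% at 5 µM, with a well cell count of 50 or more; inconclusive means wells under 50 cells across six images, flagged as toxic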;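 further: per-cell ratio of nuclear to cytoplasmic median beta-catenin stain intensity; plate controls were DMSO negative control for no effect and GSK-3 inhibitor IX positive control for full effect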
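assay system = human HeLa cells, endogenous beta-catenin | times = compound treatment 24 h, 37°C, 5% CO2 | detection = Anti-beta-catenin immunofluorescence on PFA-fixed, Triton-permeabilized cells, DAPI nuclei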
MT stabilize HCS – microtubule stabilization, imaging screen; HeLa tubulin immunostaining HCS, 24 h; share of cells brighter than vehicle mean+2SD; % tubulin-high responders, % at 10 µM; 200,000 compounds, 0.83% hits;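 active means plate Z-score above 3 for both tubulin-high and condensed-nucleus cell shares, with cell loss under 80%, at 10 µM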;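 further: anti alpha tubulin signal scored within the nucleus-defined area of each cell; some results filed as inactive read as strong as hits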
WT yeast gro inh mutant strain – second read-out of WT yeast gro inh, no call of its own (marks repeat the call); inhibition, %; mitochondrial fusion phenotypic screen, mutant strain inhibition
Insulin prom up cell count – recorded beside Insulin prom up, whose call it bears; cell count; measured here: cytotoxicity, nuclei count;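 total cells summed across four imaged fields per well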
Hep lipid drop cells 6.5 µM – second read-out of Hep lipid drop, no call of its own (marks repeat the call); cell count; measured here: cell count, cytotoxicity flag;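 cells counted across two imaged fields per well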
bCat nuc transl cell count 5 µM – further read-out of bCat nuc transl, marked with its call; cell count; measured here: cell count, cytotoxicity flag
T cell modulator vesicle-bound % – also measured in T cell modulator; calls as there; double positive events, %; measured here: CD8+ vesicle-bound cell fraction;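 binding gate set so that unloaded-vesicle control wells show 10% double positive cells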
MT stabilize HCS Hoechst-high % – further read-out of MT stabilize HCS, marked with its call; % Hoechst-high responders; measured here: nuclear condensation Hoechst responders;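 share of cells brighter than vehicle mean plus two SD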
MT stabilize HCS cytotoxicity % – second read-out of MT stabilize HCS, no call of its own (marks repeat the call); toxicity, %; measured here: cytotoxicity by cell density;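 0% = mean cell density of plate MIN control wells and 100% = no cells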
Autophagy mod cell loss 18 h – further read-out of Autophagy mod, marked with its call; toxicity, %; measured here: cell loss, nuclei count;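 cell loss after 18 h compound exposure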
Myeloid diff MLP GFP+ MAC1+ % – further read-out of Myeloid diff MLP, marked with its call; GFP+ MAC1+ double positive, %; measured here: differentiation confirmed by MAC1 staining
* hit, by the source's call. Rows are unselected. About 3.9% of those tested had a hit in this group.

What do the screens show for `O=C(Nc1cccc2ccccc12)c1cn(-c2ccccc2)nc1-c1cccs1`?
Insulin prom up: -0.02; WT yeast gro inh: 24.2; T cell modulator: inactive; West Nile virus CPE: 0.4%; Myeloid diff MLP: inactive; Autophagy mod: inactive; bCat nuc transl: 0.2; MT stabilize HCS: 2.0; WT yeast gro inh mutant strain: 13.6; Insulin prom up cell count: 1442; bCat nuc transl cell count 5 µM: 1373; T cell modulator vesicle-bound %: 14.4; MT stabilize HCS Hoechst-high %: 1.8; MT stabilize HCS cytotoxicity %: 5.6; Autophagy mod cell loss 18 h: 2.0; Myeloid diff MLP GFP+ MAC1+ %: 4.9

Results for N#CC1=C(N)OC2=C(CCc3ccccc32)C1c1ccccc1Cl (stereo unspecified) ?
Insulin prom up: 0.19; WT yeast gro inh: 44.7; T cell modulator: inactive; West Nile virus CPE: -0.6%; Hep lipid drop: inconclusive; Myeloid diff MLP: inconclusive; Autophagy mod: inactive; bCat nuc transl: 11.7; MT stabilize HCS: 17.5*; WT yeast gro inh mutant strain: 4.9; Insulin prom up cell count: 854; bCat nuc transl cell count 5 µM: 803; T cell modulator vesicle-bound %: 2.1; MT stabilize HCS Hoechst-high %: 28.8*; MT stabilize HCS cytotoxicity %: 47.5*; Autophagy mod cell loss 18 h: 45.6

How did O=C(CCNC(=O)c1ccc([N+](=O)[O-])cc1)NNC(=O)c1ccncc1 do in these assays?
T cell modulator: inactive; West Nile virus CPE: -0.1%; Hep lipid drop: 0.3; Myeloid diff MLP: inactive; Hep lipid drop cells 6.5 µM: 823; T cell modulator vesicle-bound %: 51.1; Myeloid diff MLP GFP+ MAC1+ %: 0.7

Results for COc1ccnc2c1c(=O)n(Cc1ccc(Cl)cc1)c(=O)n2C ?
T cell modulator: inactive; West Nile virus CPE: -0.7%; Hep lipid drop: -19.7; Myeloid diff MLP: inactive; Hep lipid drop cells 6.5 µM: 778; T cell modulator vesicle-bound %: 4.6; Myeloid diff MLP GFP+ MAC1+ %: 2.9

How did Cc1nc(SCC(=O)Nc2ccc3c(c2)OCO3)c(C#N)c2c1CCCC2 do in these assays?
WT yeast gro inh: 11.5; T cell modulator: inactive; West Nile virus CPE: 0.5%; Hep lipid drop: -5.2; Autophagy mod: inactive; bCat nuc transl: -2.5; MT stabilize HCS: 10.2; WT yeast gro inh mutant strain: 2.4; Hep lipid drop cells 6.5 µM: 698; bCat nuc transl cell count 5 µM: 1139; T cell modulator vesicle-bound %: 53.4; MT stabilize HCS Hoechst-high %: 5.8; MT stabilize HCS cytotoxicity %: 9.4; Autophagy mod cell loss 18 h: 2.8

How did COCCNC(=O)C(c1ccc(C)cc1)N(C(=O)CCC(=O)Nc1ccccn1)C1CCCC1 (stereo unspecified) do in these assays?
Insulin prom up: -0.18; Hep lipid drop: -4.5; Autophagy mod: inactive; bCat nuc transl: -5.6; MT stabilize HCS: 1.9; Insulin prom up cell count: 1018; Hep lipid drop cells 6.5 µM: 775; bCat nuc transl cell count 5 µM: 1136; MT stabilize HCS Hoechst-high %: 1.0; MT stabilize HCS cytotoxicity %: 10.0; Autophagy mod cell loss 18 h: -5.5

What do the screens show for `CC(O)CNCCCCOc1ccc(OCc2ccccc2)cc1` (stereo unspecified)?
Insulin prom up: -0.1; WT yeast gro inh: -11.7; T cell modulator: inactive; West Nile virus CPE: -1.0%; Hep lipid drop: -5.9; Myeloid diff MLP: inactive; Autophagy mod: inactive; bCat nuc transl: 0.9; MT stabilize HCS: 3.0; WT yeast gro inh mutant strain: 14.1; Insulin prom up cell count: 1297; Hep lipid drop cells 6.5 µM: 748; bCat nuc transl cell count 5 µM: 1042; T cell modulator vesicle-bound %: 30.5; MT stabilize HCS Hoechst-high %: 3.4; MT stabilize HCS cytotoxicity %: 11.4; Autophagy mod cell loss 18 h: -9.8; Myeloid diff MLP GFP+ MAC1+ %: 0.8

How did O=C(CN1C(=O)COc2ccccc21)N1CCc2ccccc21 do in these assays?
Insulin prom up: 0.35; WT yeast gro inh: 26.9; T cell modulator: inactive; West Nile virus CPE: -0.1%; Myeloid diff MLP: inactive; Autophagy mod: inactive; bCat nuc transl: -2.2; MT stabilize HCS: 5.2; WT yeast gro inh mutant strain: 7.9; Insulin prom up cell count: 1396; bCat nuc transl cell count 5 µM: 1125; T cell modulator vesicle-bound %: 20.7; MT stabilize HCS Hoechst-high %: 1.3; MT stabilize HCS cytotoxicity %: 1.5; Autophagy mod cell loss 18 h: -1.8; Myeloid diff MLP GFP+ MAC1+ %: 0.8

What do the screens show for `Cc1ccc(C(=O)N2CCN(Cc3ccccc3)CC2)o1`?
T cell modulator: inactive; West Nile virus CPE: -1.5%; Hep lipid drop: -8.1; Myeloid diff MLP: inactive; Hep lipid drop cells 6.5 µM: 784; T cell modulator vesicle-bound %: 5.8; Myeloid diff MLP GFP+ MAC1+ %: 0.7

Results for O=C(Nc1cccc(Cl)c1)N1CCN(c2ncccn2)CC1 ?
Insulin prom up: -0.35; WT yeast gro inh: -4.2; T cell modulator: inactive; West Nile virus CPE: -0.6%; Hep lipid drop: -25.6; Myeloid diff MLP: inactive; Autophagy mod: inactive; MT stabilize HCS: 2.9; WT yeast gro inh mutant strain: 3.1; Insulin prom up cell count: 1224; Hep lipid drop cells 6.5 µM: 657; T cell modulator vesicle-bound %: 53.0; MT stabilize HCS Hoechst-high %: 1.8; MT stabilize HCS cytotoxicity %: 2.5; Autophagy mod cell loss 18 h: 1.3; Myeloid diff MLP GFP+ MAC1+ %: 1.2

How did Cc1ccc(-n2cc3ccc([N+](=O)[O-])cc3n2)cc1 do in these assays?
Insulin prom up: 0.07; WT yeast gro inh: 5.2; T cell modulator: inactive; West Nile virus CPE: 0.0%; Hep lipid drop: 7.5; Myeloid diff MLP: inactive; Autophagy mod: inactive; bCat nuc transl: -1.9; MT stabilize HCS: 2.8; WT yeast gro inh mutant strain: -3.9; Insulin prom up cell count: 1275; Hep lipid drop cells 6.5 µM: 714; bCat nuc transl cell count 5 µM: 1193; T cell modulator vesicle-bound %: 39.0; MT stabilize HCS Hoechst-high %: 2.5; MT stabilize HCS cytotoxicity %: 4.8; Autophagy mod cell loss 18 h: -2.4; Myeloid diff MLP GFP+ MAC1+ %: 0.5

Results for CCOCCCNC(=O)C1CCN(S(=O)(=O)N(CC(C)C)CC(C)C)CC1 ?
Insulin prom up: -0.38; WT yeast gro inh: -3.4; T cell modulator: inactive; West Nile virus CPE: -1.1%; Hep lipid drop: 30.8; Myeloid diff MLP: inactive; Autophagy mod: inactive; bCat nuc transl: 1.0; MT stabilize HCS: 2.7; WT yeast gro inh mutant strain: 3.1; Insulin prom up cell count: 1480; Hep lipid drop cells 6.5 µM: 738; bCat nuc transl cell count 5 µM: 937; T cell modulator vesicle-bound %: 18.8; MT stabilize HCS Hoechst-high %: 2.9; MT stabilize HCS cytotoxicity %: 5.4; Autophagy mod cell loss 18 h: 3.6; Myeloid diff MLP GFP+ MAC1+ %: 5.4

How did CC1(CC(=O)N/N=C/c2ccc(OCc3ccc(Cl)cc3Cl)cc2)OCCCO1 do in these assays?
Insulin prom up: 1.7; WT yeast gro inh: 77.3*; T cell modulator: inactive; West Nile virus CPE: 0.2%; Myeloid diff MLP: inactive; Autophagy mod: inactive; bCat nuc transl: 0.2; MT stabilize HCS: 2.4; WT yeast gro inh mutant strain: 7.2*; Insulin prom up cell count: 1419; bCat nuc transl cell count 5 µM: 1430; T cell modulator vesicle-bound %: 15.6; MT stabilize HCS Hoechst-high %: 1.5; MT stabilize HCS cytotoxicity %: 10.6; Autophagy mod cell loss 18 h: -3.7; Myeloid diff MLP GFP+ MAC1+ %: 0.9

How did O=S(=O)(NCCO)c1cccc2cccnc12 do in these assays?
Insulin prom up: 0.36; WT yeast gro inh: 5.4; T cell modulator: inactive; West Nile virus CPE: 0.1%; Myeloid diff MLP: inactive; Autophagy mod: inactive; bCat nuc transl: 2.2; MT stabilize HCS: 6.1; WT yeast gro inh mutant strain: 2.9; Insulin prom up cell count: 1021; bCat nuc transl cell count 5 µM: 1122; T cell modulator vesicle-bound %: 31.7; MT stabilize HCS Hoechst-high %: 2.4; MT stabilize HCS cytotoxicity %: 4.4; Autophagy mod cell loss 18 h: 14.2; Myeloid diff MLP GFP+ MAC1+ %: 1.6

What do the screens show for `CCC(C)Nc1nc(OCC(F)(F)F)nc(OCC(F)(F)F)n1` (stereo unspecified)?
Insulin prom up: 0.13; WT yeast gro inh: -0.1; T cell modulator: inactive; West Nile virus CPE: 0.0%; Myeloid diff MLP: inactive; Autophagy mod: inactive; bCat nuc transl: 0.6; MT stabilize HCS: 4.9; WT yeast gro inh mutant strain: -2.3; Insulin prom up cell count: 1631; bCat nuc transl cell count 5 µM: 1383; T cell modulator vesicle-bound %: 66.4; MT stabilize HCS Hoechst-high %: 4.1; MT stabilize HCS cytotoxicity %: 9.7; Autophagy mod cell loss 18 h: -17.1; Myeloid diff MLP GFP+ MAC1+ %: 4.3

What do the screens show for `CC(=O)Cn1ncc(N2CCCCC2)c(Cl)c1=O`?
Insulin prom up: 0.45; WT yeast gro inh: -16.2; T cell modulator: inactive; West Nile virus CPE: 0.0%; Hep lipid drop: 1.9; Myeloid diff MLP: inactive; Autophagy mod: inactive; bCat nuc transl: 0.2; MT stabilize HCS: 2.4; WT yeast gro inh mutant strain: -7.0; Insulin prom up cell count: 1480; Hep lipid drop cells 6.5 µM: 734; bCat nuc transl cell count 5 µM: 1450; T cell modulator vesicle-bound %: 48.0; MT stabilize HCS Hoechst-high %: 2.0; MT stabilize HCS cytotoxicity %: 8.9; Autophagy mod cell loss 18 h: -5.0; Myeloid diff MLP GFP+ MAC1+ %: 0.2
